# Bioassay records as filed in PubChem BioAssay.
# OX1R antag-1 = OX1R (human) antagonism | O43613 | OX1R-expressing cells, FRET antagonist read-out | inhibition, % at 6.6 µM | 330,000 compounds, 1.8% hits | AID 485270; in the data active means inhibition mostly above about 38%, no sharp cut-off; inactive means mostly below about 40%;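 further: 0% = agonist challenge alone and 100% = reference antagonist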
# Target sequence (O43613 whole entry, looked up): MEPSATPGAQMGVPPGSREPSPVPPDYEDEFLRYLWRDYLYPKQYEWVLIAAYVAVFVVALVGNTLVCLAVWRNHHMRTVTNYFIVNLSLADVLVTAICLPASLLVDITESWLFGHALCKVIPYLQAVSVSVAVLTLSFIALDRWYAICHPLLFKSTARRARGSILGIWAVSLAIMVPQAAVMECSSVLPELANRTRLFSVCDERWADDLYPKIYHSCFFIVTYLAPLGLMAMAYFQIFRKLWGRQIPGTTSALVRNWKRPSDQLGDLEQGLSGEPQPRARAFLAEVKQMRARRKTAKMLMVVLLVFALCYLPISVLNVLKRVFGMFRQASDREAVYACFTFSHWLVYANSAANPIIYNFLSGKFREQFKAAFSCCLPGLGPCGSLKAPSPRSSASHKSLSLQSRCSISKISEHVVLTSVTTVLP
# OX1R antag-2 = blocks the human orexin 1 receptor; CHO/OX1R cells, Fluo-8 calcium fluorescence, orexin A; O43613; AID 434989; inhibition, % at 5 µM; 330,000 compounds, 0.43% hits;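 active means inhibition above its plate's threshold, mean inhibition of all tested compounds on the plate plus 3 SD, cut at about 37% in these data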;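 further: 0% = orexin A challenge wells and 100% = SB-334867-A antagonist wells; not every result past the cut was called active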
# CHT PAM = allosterically activates the human high affinity choline transporter. Q9GZV3. 310,000 compounds, 0.49% hits. B-score at 10 µM. CHT-expressing cells, membrane potential dye, choline EC20; hits give high values; LV-AA mutant CHT in HEK293 cells;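 active means initial fluorescence not abnormally high and integrated response B-score, plate-corrected, over 3 SD above library mean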
# Target sequence (Q9GZV3 whole entry, looked up): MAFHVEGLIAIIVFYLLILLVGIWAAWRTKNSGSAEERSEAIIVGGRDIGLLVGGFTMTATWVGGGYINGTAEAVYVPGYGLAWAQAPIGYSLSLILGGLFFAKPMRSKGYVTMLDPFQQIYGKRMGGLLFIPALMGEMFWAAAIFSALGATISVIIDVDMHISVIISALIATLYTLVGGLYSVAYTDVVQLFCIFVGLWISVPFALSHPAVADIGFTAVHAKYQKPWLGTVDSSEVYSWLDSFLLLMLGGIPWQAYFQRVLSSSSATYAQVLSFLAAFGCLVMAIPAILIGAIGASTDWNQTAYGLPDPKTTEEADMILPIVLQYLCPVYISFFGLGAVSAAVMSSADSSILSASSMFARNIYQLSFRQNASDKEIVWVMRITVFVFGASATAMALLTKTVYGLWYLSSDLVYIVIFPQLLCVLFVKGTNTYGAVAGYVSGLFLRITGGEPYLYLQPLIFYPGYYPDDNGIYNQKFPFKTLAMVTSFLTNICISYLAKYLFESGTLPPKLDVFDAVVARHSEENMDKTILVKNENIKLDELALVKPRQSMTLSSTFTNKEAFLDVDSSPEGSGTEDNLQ
# * marks the source's active call; other numbers are inactive results; i = inactive; / = not tested or not shown.
canonical_smiles	OX1R antag-1	OX1R antag-2	CHT PAM
C[C@H](CO)N1C[C@H](C)[C@@H](CN(C)C)Oc2c(NC(=O)c3ccncc3)cccc2C1=O	6	-18	/
O=C(CSc1nnc(NC(=O)C2CC2)s1)NCc1ccc(F)cc1	9	-3	i
O=C(COc1ccc2ccc(=O)oc2c1)Nc1ccc(N2CCCCC2)cc1	3	-17	/
O=C(CNc1cccc2ccccc12)N/N=C/c1ccc[nH]1	6	-13	i
CC(C)(C)Nc1nc(SCc2ccccc2)nc(N2CCOCC2)n1	24	-17	i
C/C=C(/C)C(=O)Nc1cccc(C2=NOC3(C2)C[C@H](C(N)=O)N(C(=O)c2ccc(Cl)cc2)C3)c1 (stereo partly specified)	16	-13	i
COc1ccc(-c2nnc(SC(C)C(=O)NC3CC3)o2)cc1 (stereo unspecified)	8	-4	/
CCCC(=O)Nc1ccc(C(=O)NN2C(=O)c3ccccc3C2=O)cc1	24	-16	i
CC(C)(O)C#Cc1ccc(C(=O)N2CCCC(CCC(=O)NCc3ccccc3F)C2)cc1 (stereo unspecified)	4	5	i
O=C(c1ccco1)N1CCN(c2ccc(N3CCCCC3)nn2)CC1	32	-6	i
COc1ccccc1/C=C/C=N/N1CCN(Cc2cccc3ccccc23)CC1	22	-36	i
COc1cccc(NC(=O)c2nn(C)cc2Br)c1	22	-8	i
COc1ccc(S(=O)(=O)N2CCN(c3ccccc3OC)CC2)cc1OC	9	-32	i
COc1ccc(OC)c(C2C(C(C)=O)=C(O)C(=O)N2Cc2cccnc2)c1 (stereo unspecified)	-1	3	i
NS(=O)(=O)c1cccc(NC(=O)CSc2nnc3n2CCCCC3)c1	3	-9	/
CCCCCOc1ccc(NC(=O)c2cc(SC)ccc2Cl)cc1	21	-34	i
CCC(=O)OC1c2ccccc2C(=O)N1Cc1ccccc1 (stereo unspecified)	2	-11	i
Cc1ccccc1Nc1nnc(-c2ccc(C(=O)NCCO)cc2)c2ccccc12	-6	-24	i
O=C(Nc1ccc(NC(=O)c2ccccc2Cl)nc1)c1ccco1	10	-6	i
CCc1ccc(NS(=O)(=O)c2ccc(C)c(C(=O)N3CCOCC3)c2)cc1	0	-14	i
Cc1ccc(S(=O)(=O)c2cn(CC(=O)Nc3ccccc3)c3ccc(F)cc3c2=O)cc1	8	-16	i
Cc1ccc(Cn2c(SCC(=O)NCc3ccco3)nc3ccsc3c2=O)cc1	15	-10	i
CC(=O)c1c(C)oc2ccc(N(C(C)=O)S(=O)(=O)c3cccc4cccnc34)cc12	15	-9	i
Clc1ccccc1CSc1nnc([C@@H]2CCCN2)o1	2	-3	i
NC(=O)c1c(NC(=O)c2ccccc2)sc2c1CCN(Cc1ccccc1)C2	3	-12	i
CC(=O)OC1COC(OC2C(O)C(C)OC(OC3C(OC4CCC5(C)C(CCC6(C)C5CC=C5C7CC(C)(C)CCC7(C(=O)O)CCC56C)C4(C)CO)OCC(O)C3O)C2O)C(O)C1OC(C)=O (stereo unspecified)	22	105*	i
Cc1ccc(S(=O)(=O)Cn2nnnc2CN2CCN(C(=O)c3ccco3)CC2)cc1	9	-19	i
CCOc1ccc(CCNC(=O)C2CCC(=O)N2C2CCCCC2)cc1OCC (stereo unspecified)	8	-38	i
CCS(=O)(=O)Nc1ccc(C2=NN(C(=O)c3ccco3)C(c3cccc(F)c3)C2)cc1 (stereo unspecified)	-2	-31	i
COc1ccc(-c2cc3ccccc3oc2=O)cc1NC(=O)c1ccc(Br)o1	16	-8	i

# Reprinted from the part before: four entries, then new ones.
canonical_smiles	OX1R antag-1	OX1R antag-2	CHT PAM
Cc1ccc(S(=O)(=O)Cn2nnnc2CN2CCN(C(=O)c3ccco3)CC2)cc1	9	-19	i
CCOc1ccc(CCNC(=O)C2CCC(=O)N2C2CCCCC2)cc1OCC (stereo unspecified)	8	-38	i
CCS(=O)(=O)Nc1ccc(C2=NN(C(=O)c3ccco3)C(c3cccc(F)c3)C2)cc1 (stereo unspecified)	-2	-31	i
COc1ccc(-c2cc3ccccc3oc2=O)cc1NC(=O)c1ccc(Br)o1	16	-8	i
CCOC(=O)c1cc(-c2cccc([N+](=O)[O-])c2)on1	26	11	i
COc1ccc(C(=O)NC(=S)N2CC(C)OC(C)C2)cc1OC (stereo unspecified)	5	0	i
Cc1nn2c(N3CCCC3)c3c(nc2c1-c1ccccc1)CCC3	7	-18	i
N#CCN1CCN(CC(=O)Nc2cccc3ccccc23)CC1	20	-3	i
O=C(CN1C(=O)NC2(CCCCC2)C1=O)Nc1ccc(N2CCCCC2)cc1	11	-5	/
CCOC(=O)/C(C#N)=C/c1ccc(OCC(=O)Nc2ccccc2)c(OC)c1	50	-16	i
CCN(CC)C(=O)[C@H]1C[C@H](CC(=O)NC(C)(C)C)C(=O)N2CCc3c([nH]c4cc(CCC(=O)N(C)C)ccc34)[C@]12C	0	-19	/
COc1cc(OC)cc(C(C(=O)NC2CCCCC2)N(C(=O)c2ccno2)c2ccccc2)c1 (stereo unspecified)	8	-20	i
CCN(CCCNC(=O)C1CCCN(S(=O)(=O)c2cnc[nH]2)C1)c1ccccc1 (stereo unspecified)	7	1	i
Oc1ccc2ccccc2c1C=Nc1ccc(Cl)cn1	6	7	i
CCOC(=O)c1c(C)oc2ccc(OC(=O)COc3c(F)c(F)c(F)c(F)c3F)cc12	2	-9	i
Cc1cc(-n2c(C)cc(C(=O)CSc3ncnc4ccccc34)c2C)no1	47*	70*	i
COc1ccc(C2=CC(=O)C[C@H](c3ccc(OC)c(OC)c3)C2)cn1	18	-1	/
C/C(=N\NC(=O)c1ccc(Cn2cc([N+](=O)[O-])cn2)o1)c1cccc(NC(=O)c2cccnc2)c1	7	-28	i
CCN1CCN(C(=O)/C(=C/c2cccs2)NC(=O)c2ccc(C)c(C)c2)CC1	-8	-1	i
Cc1cc(OC(C)C(=O)NCc2ccccn2)c2c(C)c(Cc3ccccc3)c(=O)oc2c1 (stereo unspecified)	3	-34	i
CCOC(=O)c1ccc(-n2c(CN3CCN(CCO)CC3)nc3ccc([N+](=O)[O-])cc3c2=O)cc1	25	-16	i
O=C(Oc1cccc(O)c1)C1CCCCC1	6	-11	i
CCCCCCC(c1c(C)n(C)n(-c2ccccc2)c1=O)c1c(C)n(C)n(-c2ccccc2)c1=O	20	-38	i
COC(=O)CSc1nnc(CNC(=O)c2ccccc2OC)n1-c1ccc(OC)cc1	7	-2	i
Cc1noc(C)c1S(=O)(=O)N1CCCN(C(=O)/C=C/c2ccccc2F)CC1	8	-13	/
O=C(CCc1nnc(CCCCc2ccccc2)o1)NCCc1cccnc1	6	-6	i
Cc1ccc2[nH]c(=O)c(CN(CCCO)C(C)c3nnnn3Cc3ccco3)cc2c1 (stereo unspecified)	10	-14	i
Cn1c(CC(=O)Nc2ccccc2)nnc1SCC(=O)NC1=NCCS1	7	5	i
CC(=O)NCCc1nc2cc(NS(=O)(=O)c3ccc(Cl)cc3)ccc2n1C	-2	-32	i
O=C(COC(=O)c1ccc(Br)cc1)NC1CCCC1	24	-18	i
O=S(=O)(/N=C(/Nc1ccccn1)c1ccccc1)c1ccc(Cl)cc1	15	-18	i
CCOC(=O)C1CCCN(C(=O)CC(c2ccccc2)c2ccccc2)C1 (stereo unspecified)	24	-41	i
COC(=O)[C@H](CCSC)NC(=O)[C@@H](Cc1cnc[nH]1)NC(=O)OCc1ccccc1	-16	-4	i
CCCn1c(C)cc(C(=O)CSc2nc3nc(C)cc(C)n3n2)c1C	9	-17	i

# Three of the entries above in order of their number in OX1R antag-2, lowest first:
mol	OX1R antag-1	OX1R antag-2
Cc1nn2c(N3CCCC3)c3c(nc2c1-c1ccccc1)CCC3	7	-18
O=C(CCc1nnc(CCCCc2ccccc2)o1)NCCc1cccnc1	6	-6
Cc1cc(-n2c(C)cc(C(=O)CSc3ncnc4ccccc34)c2C)no1	47*	70*

# Going on with the list.
compound | OX1R antag-1 | OX1R antag-2 | CHT PAM
Cc1cc(C)c(OCC(=O)OCC(=O)N2CCCc3ccccc32)c(C)c1 | 15 | -16 | i
O=C(NNc1cc(Br)c(O)c(Br)c1)c1ccccc1 | 17 | -2 | i
COc1ccc(N2CCC(CNC(=S)Nc3cc(C)ccc3C)C2)cc1 (stereo unspecified) | 21 | -12 | i
O=C(C[C@@H]1C/C=C\C[C@@H](Cc2ccc(F)cc2)C(=O)OC[C@@H]2CCCN2C1=O)NCCO | -3 | -16 | /
Cc1ccc(CN2CCC(n3nccc3NC(=O)CCOc3ccccc3)CC2)cc1C | 0 | -16 | i
CC(C)CCOC(=O)C1C(c2ccccc2)C(C(=O)O)C1c1ccccc1 (stereo unspecified) | 10 | -16 | i
COc1ccccc1C/C(N)=N/OC(=O)COc1ccccc1C | 21 | -18 | i
Cc1cc(=O)oc2n[nH]c(-c3ccccc3)c12 | 11 | 10 | i
COc1ccc2oc(=O)c(C(=O)N3CCN(c4ccccc4F)CC3)cc2c1 | 6 | -41 | i
CCc1nnc(NC(=O)c2cc(-c3ccco3)nc3ccccc23)s1 | 12 | -25 | i
COc1ccc(C(=O)OCc2csc(C)n2)c(O)c1 | 17 | -12 | i
CC(OC(=O)CSc1ccc([N+](=O)[O-])cc1)C(=O)NCc1ccco1 (stereo unspecified) | 21 | -7 | i
CCOC(=O)N1CCN(C(=O)C(CC(C)C)NC(=O)C2CCCCC2)CC1 (stereo unspecified) | 16 | -29 | i
CCOC(=O)CNC(=O)c1ccc(SCC)cc1 | 3 | 1 | i
Cc1cc(C(=O)OCC(=O)Nc2cc(S(=O)(=O)N(C)C)ccc2C)c(C)o1 | 10 | -17 | i
O=C(NC(=S)N1CCN(C/C=C/c2ccccc2)CC1)c1ccc(Cl)nc1 | 17 | -27 | i
O=C(O)/C=C/c1cn(-c2ncc(C(F)(F)F)cc2Cl)c2ccccc12 | 25 | -3 | i
Cc1cc(C)n(-c2nc3sc4c(c3c(=O)[nH]2)CCCC4)n1 | 3 | -13 | i
Cc1cc(N2CCN(c3ccc(C(F)(F)F)cc3[N+](=O)[O-])CC2)c2ccccc2n1 | 9 | -31 | i
CC(=O)c1ccc(N2C(=NC(=O)C3CCCO3)SC3CS(=O)(=O)CC32)cc1 (stereo unspecified) | 14 | 0 | i
O=C(C[n+]1cc(-c2ccc(F)cc2)n2c1CCC2)OCc1ccccc1 | 18 | -1 | i
COC(=O)CSc1nc(N2CCOCC2)c2c(c1C#N)CC(C)(C)OC2 | 7 | -17 | i
COc1ccc(S(=O)(=O)Nc2cc3c(cc2C(C)=O)OCO3)cc1 | 7 | -1 | i
O=C(O)CSc1nccc2ccccc12 | 11 | -19 | i
O=C(COc1ccccc1)Nc1cccc2nsnc12 | 51 | -20 | i
O=C(NN=Cc1cc(Br)c(O)c(Br)c1)c1ccccc1NS(=O)(=O)c1cccs1 | 26 | 6 | /
COc1cccc(/C=N/NC(=O)c2c(C)nc3ccc(Cl)cn23)c1O | 19 | -20 | i
Cc1cccc(C)c1OC(=O)CSc1nnc(-c2ccccc2)o1 | 28 | -17 | i
CC1(C)CC2(CCO1)OC(=O)CC2C(=O)Nc1ccc(Br)cc1 (stereo unspecified) | 18 | -15 | i
O=C(O)c1cc2c(ccc3ccccc32)o1 | 4 | -6 | i
CC(Sc1ncnc2c1cnn2-c1ccccc1)C(=O)NCC1CCCO1 (stereo unspecified) | 24 | -16 | i
O=C(c1ccccc1)c1cc2cc(Cl)ccc2[nH]1 | -9 | -21 | i
Cn1cc(C(=O)Nc2ccc(F)c(F)c2)cn1 | 1 | -17 | i
CS(=O)(=O)c1ccc(C(=O)NC(Cc2ccccc2)c2ccccc2)cc1 (stereo unspecified) | 30 | -23 | i
C/C(=C1/SC(N2CC(C)OC(C)C2)=NC1=O)c1ccccc1 (stereo unspecified) | 13 | -4 | i
O=C(COc1ccc([N+](=O)[O-])cc1)Nc1nc(-c2ccccn2)cs1 | 10 | -8 | i
CN(C)c1cccc(C(=O)OCC(=O)N2CCc3ccccc3C2)c1 | 5 | -20 | i
CN(C)c1ccc(NC(=O)CN2CCN(CC(=O)Nc3ccc(F)cc3)CC2)cc1 | 7 | -21 | i
O=C(CSc1n[nH]c(-c2cccnc2)n1)Nc1ccnc2ccccc12 | 14 | -12 | i
Cc1csc(SC(C)C(=O)NCC2CCCCC2)n1 (stereo unspecified) | 24 | -5 | i
O=C1C(Cc2ccccc2)Nc2ncnc(N3CCOCC3)c2N1Cc1ccc(Cl)cc1 (stereo unspecified) | 21 | -33 | i
O=C(NC1=NCCS1)c1cc(-c2cccc(Br)c2)nc2ccccc12 | 15 | -19 | i
COc1cnc(-c2ccccn2)nc1Sc1ccccc1Cl | 9 | -18 | i
O=C(c1ccc2ccccc2c1)c1c[nH]cc1-c1ccccc1 | 14 | -3 | i
CC1CCCCN1C(=O)CSc1nnc(-c2ccco2)n1C (stereo unspecified) | 9 | -6 | i
CC(C)C(=O)Nc1cccc(-c2cn3ccsc3n2)c1 | 35 | -7 | i
CCCN1CCN(C(=O)CCCNC(=O)Cn2cnc3sc(C)c(C)c3c2=O)CC1 | 6 | -6 | i
OC1CCCN(Cc2c3ccccc3cc3ccccc23)C1 (stereo unspecified) | 13 | -15 | i
CC(=O)N1CC=C2C(C#N)=C(N)C(C#N)(C#N)C(C)C2C1 (stereo unspecified) | 44 | 0 | i
CCOC(=O)C1(Cc2ccc(Cl)cc2)CCN(CCCn2cccn2)CC1 | 6 | -18 | i
CC(C)(C)C1CCc2onc(C(=O)Nc3ccc(F)cc3F)c2C1 (stereo unspecified) | 13 | -39 | i
COC(=O)CN(c1ccc(C)c(Cl)c1)S(C)(=O)=O | 6 | -5 | i
CCCOc1ccc(C(CC(=O)O)NC(=O)C23CC4CC(CC(C4)C2)C3)cc1 (stereo unspecified) | 0 | -14 | i
